# Growth percent in the NCI-60 one-dose screen (48 h, 10 µM unless noted): 100 = growth as untreated, 0 = no growth, -100 = all killed.
# T-47D: T-47D breast cancer | 79,000 tested, 5% active | AID 1794792
# LOX IMVI: LOX IMVI melanoma; 79,000 tested, 7.4% active; AID 1794757
# MCF7: MCF7 breast cancer. 82,000 tested, 6.3% active
# MDA-MB-231: MDA-MB-231 breast cancer; AID 1794789; 81,000 tested, 5% active
# HS 578T: HS 578T breast cancer | 78,000 tested, 4.1% active | AID 1794788
# SK-MEL-2: SK-MEL-2 melanoma; 77,000 tested, 4.7% active; AID 1794763
# BT-549: BT-549 breast cancer; 78,000 tested, 4.4% active; AID 1794793
# MALME-3M: MALME-3M melanoma; 78,000 tested, 5.8% active
# Active calls of the source: *; nt = not tested or not shown; & = joins results of further samples; ! = a repeat was not active. The calls were made as follows: active = growth percent below 10; inactive = the rest.
Compound	MDA-MB-231	LOX IMVI	MALME-3M	HS 578T	MCF7	SK-MEL-2	BT-549	T-47D
S=C(S)N1CCNCC1	101	97&101	99&101	100	96&102	100	111	87&99
O=C(CN1CCN(C(=O)c2ccco2)CC1)Nc1ccc(Cl)cc1C(=O)c1ccccc1Cl	49	80	104	78	85	47	101	64
Cc1cnc[nH]1	115	103	120	107	98	99	nt	102
COc1ccc(-n2c(SC)nc3cc(OC)c(OC)cc3c2=O)cc1	96	106	115	108	94	109	117	96
Nc1ccc(Cl)cc1N	77	92	111	91	69	105	100	74
Oc1cc(Cl)c(Cl)cc1Cl	103&94	90&106	99&79	99&103	96&100	105&87	116&97	94&99
NC(CSC(c1ccccc1)c1ccccc1)C(=O)O (stereo not given)	97	99	79	116	101	104	74	93
CC(=O)C1C(=O)N(C)C(=O)N(C)C1=O	117	107	114	107	100	108	106	106
c1ccc([Se]CCCN2CCNCCNCC2)cc1	101	60	99	100	70	111	107	112
O=C(CCl)Nc1ccc(Cl)cc1	47	38	28	nt	17	nt	nt	56
COC(=O)N[C@H]1CCc2c(Br)c(OC)c(OC)c(OC)c2-c2ccc(SC)c(=O)cc21	-12*	12	29	1.2*	13	29	17	51
O=C(CCCCCNC1=CC(=O)c2ccccc2C1=O)NCCC[Te]c1ccccc1	-40*	-22*	-52*	-9.3*	4.9*	8.3*	-28*	-61*
CNc1ccc([N+](=O)[O-])cc1[N+](=O)[O-]	108	94	102	97	91	99	nt	96
CNC(Cc1ccccc1)c1ccc(OC)c(OC)c1 (stereo not given)	107	99	86	94	108	104	103	110
COC(=O)CN(CCCl)P1(=O)OCCCN1CCCl (stereo not given)	85	99	nt	100	97	108	98	103
C=C(Cl)CSC(=S)N(CC)CC	96	95	96	118	93	100	103	93
Cc1ccc2c(C)cccc2c1	104	103	111	115	92	118	106	109
COc1ccn(C)c(=O)c1C#N	91	97	106	105	93	73	103	82
OCCSSCCO	97	120	121	nt	95	116	95	97
O=c1[nH]c2ccc([N+](=O)[O-])cc2c(=O)o1	107	100	106	nt	nt	111	95	111
CC(=O)O[C@@H]1CC[C@]2(C)[C@H]3CC[C@]4(C)[C@@H](OC(C)=O)CC[C@H]4[C@@H]3C[C@@H]3CC(N)=C[C@@]32C1	105	105	99	107	96	113	95	110
O=C1NC(=S)NC(=O)C1=Cc1ccco1	104	101	108	106	104	122	115	99
O=C1OCCC1C(=O)c1ccccc1 (stereo not given)	88	97	88	113	95	86	95	109
CC(C)CCC[C@@H](C)C1CCC2C3CCC4=C/C(=N/OC(=O)Cc5ccc(N(CCCl)CCCl)cc5)CC[C@]4(C)C3CC[C@@]21C (stereo not given in full)	103	86	95	114	87	102	97	94
CC(C)OC(=S)SSC(Cl)(Cl)Cl	112	102	108	105	105	103	97	94
CCC1(CCO)C(=O)NC(=S)NC1=O	103	92	nt	109	105	113	113	99
Cc1cc(C)c(C)c(CCN)c1C	94	91	98	98	93	104	107	87
CC[C@@H](C)C(=O)O[C@H]1[C@H](O)[C@H]2[C@@H](CN3C[C@@H](C)CC[C@H]3[C@@]2(C)O)[C@@H]2C[C@]34O[C@@]5(O)[C@@H](OC(=O)[C@](C)(O)[C@@H](C)O)CC[C@@]3(C)[C@@H]5[C@@H](OC(C)=O)[C@@H](OC(C)=O)[C@H]4[C@@]21O	100	102	103	99	96	116	101	105
O=C([O][Hg][c]1ccccc1)c1ccccc1	-53*	-80*	-5.0*	13	-58*	-33*	-93*	-38*
CN1CCN(c2ccccc2)CC1	99	94	97	90	96	106	105	101
Cc1ccc(CBr)cc1	115	97	117	91	98	nt	nt	116
Nc1ncc(Sc2nc3ccc(Cl)cc3c(=O)n2-c2ccccc2)s1	79	89	108	103	81	103	106	81
CC(=O)O[C@H]1CC[C@@]2(CCl)C(=CC[C@@H]3[C@@H]2CC[C@]2(C)C(=O)CC[C@@H]32)C1	101	94	90	104	94	118	109	100
CSc1nc(N)nc2nnc(NN)n12	86	96	95	90	96	101	107	93
CCc1ccccc1[C@@H]1C[C@]2(C)CCO[C@@H]2OO1	103	100	110	101	96	115	111	101
COC(=O)C[C@](O)(CCCC(C)C)C(=O)O[C@H]1C(OC)=C[C@@]23CCCN2CCc2cc4c(cc2[C@@H]13)OCO4	7.4*	-67*	-39*	-4.9*	-7.0*	0.0*	-18*	2.2*

# Record cards, as listed above:
# CN1CCN(c2ccccc2)CC1 across the screens: MDA-MB-231 = 99; LOX IMVI = 94; MALME-3M = 97; HS 578T = 90; MCF7 = 96; SK-MEL-2 = 106; BT-549 = 105; T-47D = 101
# CC[C@@H](C)C(=O)O[C@H]1[C@H](O)[C@H]2[C@@H](CN3C[C@@H](C)CC[C@H]3[C@@]2(C)O)[C@@H]2C[C@]34O[C@@]5(O)[C@@H](OC(=O)[C@](C)(O)[C@@H](C)O)CC[C@@]3(C)[C@@H]5[C@@H](OC(C)=O)[C@@H](OC(C)=O)[C@H]4[C@@]21O across the screens: MDA-MB-231 = 100; LOX IMVI = 102; MALME-3M = 103; HS 578T = 99; MCF7 = 96; SK-MEL-2 = 116; BT-549 = 101; T-47D = 105

# The list continues.
Compound	MDA-MB-231	LOX IMVI	MALME-3M	HS 578T	MCF7	SK-MEL-2	BT-549	T-47D
CC1(C)N=C(N)N=C(N)N1c1cccc(C(=O)Nc2cccc(S(=O)(=O)F)c2)c1	113	100	89	93	96	114	107	84
O=C(CCl)Oc1ccc(Cl)cc1	118	106	97	113	98	nt	nt	89
C#C[C@]1(OC(=O)CCCCCC)CC[C@H]2[C@@H]3CCC4=CC(=O)CC[C@@H]4[C@H]3CC[C@@]21C	60	8.1*	77	72	76	55	34	38
CCOC(=O)C(CCC(=O)O)NC(=O)OCc1ccccc1 (stereo not given)	97	100	114	106	109	114	114	103
Cc1nc(C)c(C(=O)N/N=C/c2ccc(N(CCCl)CCCl)cc2)s1	92	nt	98	81	70	92	98	nt
CCN1C(=O)NC(=O)C2(CCCC2)C1=O	110	89	nt	108	112	109	115	102
S=P(SP(=S)(c1ccccc1)c1ccccc1)(c1ccccc1)c1ccccc1	94	98	97	94	112	97	109	103
CN1c2ccccc2[C@]2(C)Cc3cc(Cl)ccc3N[C@H]12	100	95	nt	103	92	91	113	100
C[N+](C)(C)CC1(O)CCCCC1	118	100	111	109	95	nt	113	101
O=C1NC(=O)C(=Cc2cccs2)C(=O)N1	122	96	nt	105	112	98	116	111
Cc1c2cc(Cl)c3ccccc3c2c[n+]2ccccc12	82	85	-16*	-33*	26	-17*	-6.2*	-27*
N#C/C=C/c1ccccc1	107	99	103	102	88	97	110	94

# Retrieved by compound from above:
Compound	MDA-MB-231	LOX IMVI	MALME-3M	HS 578T	MCF7	SK-MEL-2	BT-549	T-47D
c1ccc([Se]CCCN2CCNCCNCC2)cc1	101	60	99	100	70	111	107	112
Nc1ncc(Sc2nc3ccc(Cl)cc3c(=O)n2-c2ccccc2)s1	79	89	108	103	81	103	106	81
S=C(S)N1CCNCC1	101	97&101	99&101	100	96&102	100	111	87&99

# New compounds follow:
Compound	MDA-MB-231	LOX IMVI	MALME-3M	HS 578T	MCF7	SK-MEL-2	BT-549	T-47D
CC[C@@H]1[C@@H](CCCCCC[C@]2(C)C[C@@](C)(CC(=O)OC)OO2)[C@@H]2[C@H]1[C@]1(C)C=C[C@H]2OO1	94	93	nt	92	102	102	109	99
CN(C)CCC#N	109	104	nt	108	99	114	117	103
Cc1ccnc(NC(=O)CCCc2ccc(N(CCCl)CCCl)cc2)n1	91	65	nt	98	58	72	84	97
CN(C)C1C(=O)C(C(N)=O)=C(O)C2(O)C(=O)C3=C(O)c4c(O)cccc4C(C)(O)C3C(O)C12 (stereo not given)	104	93	74	103	108	57	nt	106
CC(=O)[O][Hg][O]C(C)=O	110	71	54	106	56	90	103	53
CNC(=S)NCCN1CC1	117	95	100	103	93	126	107	108
CC[C@@H](C)/C=C(C)/C=C/C(=O)c1c(O)c(-c2ccc(O)cc2)cn(O)c1=O	nt	3.8*	-7.0*	48	15	60	18	16
CCOC(=O)C1OC1(C)c1ccccc1 (stereo not given)	113&108	107&93	124&109	95&108	100&98	97&116	106&111	109&103
CCOc1cc(C=O)ccc1O	104	96	106	105	93	117	98	92
CC12CCC3C(CCC4CC(=O)CCC43C)C1C/C(=N\O)C2=O (stereo not given)	116	98	113	87	88	95	102	83
CC(=O)c1cc2c(cc1C)C(C)(C)C(C)C2(C)C (stereo not given)	106	96	96	109	98	101	112	107
CN1CCN(c2ccc3[nH]c(=O)nc(-c4ccccc4)c3c2)CC1	104	95	96	106	88	101	94	93

# Part of the list above in another layout:
# Results follow in this order: MDA-MB-231 | LOX IMVI | MALME-3M | HS 578T | MCF7 | SK-MEL-2 | BT-549 | T-47D
> CN(C)C1C(=O)C(C(N)=O)=C(O)C2(O)C(=O)C3=C(O)c4c(O)cccc4C(C)(O)C3C(O)C12 (stereo not given)
→ 104 | 93 | 74 | 103 | 108 | 57 | nt | 106
> Cc1ccnc(NC(=O)CCCc2ccc(N(CCCl)CCCl)cc2)n1
→ 91 | 65 | nt | 98 | 58 | 72 | 84 | 97
> CC[C@@H]1[C@@H](CCCCCC[C@]2(C)C[C@@](C)(CC(=O)OC)OO2)[C@@H]2[C@H]1[C@]1(C)C=C[C@H]2OO1
→ 94 | 93 | nt | 92 | 102 | 102 | 109 | 99
> CN(C)CCC#N
→ 109 | 104 | nt | 108 | 99 | 114 | 117 | 103

# Remaining list, next part
Compound	MDA-MB-231	LOX IMVI	MALME-3M	HS 578T	MCF7	SK-MEL-2	BT-549	T-47D
O=CC(Br)C(Br)c1ccccc1 (stereo not given)	97	56	83	97	44	112	100	37
CCN1CCOC(c2ccccc2)C1 (stereo not given)	113	99	121	nt	94	101	104	102
CCOP(=O)(OCC)Oc1ccc(Sc2ccc(OP(=O)(OCC)OCC)cc2)cc1	119	107	93	109	118	94	96	98
OC(CCl)CNC1CCCCC1 (stereo not given)	103	109	122	nt	100	131	119	101
c1ccc(C(CN2CCCCC2)c2ccccc2)cc1	114	98	nt	104	113	106	104	151
c1ccc(CC(NC2CCCCC2)c2ccccc2)cc1 (stereo not given)	73	58	99	96	100	91	96	nt
CN[C@]1(c2ccccc2Cl)CCCC[C@H]1NCCCN1CCCC1	93	94	102	101	97	106	106	98
Cc1cccc(C#N)c1	121	102	108	nt	96	114	99	106
CC/C(=C\c1ccccc1)[N+](=O)[O-]	105	90	101	115	92	103	101	81
CCCCCCCCCCCCCCCC(=O)P(=O)(OCC)OCC	106	93	99	106	108	111	107	nt
CC(C)CC(C)OC(C[N+](=O)[O-])C(Cl)(Cl)Cl (stereo not given)	126	101	102	114	97	123	99	111
c1ccc(C2(NC3=NCCO3)CCCCC2)cc1	116	103	112	110	96	117	102	103
COC(=O)C12C3C4C1C1C2C3C41NC(=O)c1csc([C@@H](C[C@H](C(C)C)N(C)C(=O)[C@@H](NC(=O)[C@H]2CCCCN2C)C2CC2)OC(C)=O)n1 (stereo not given in full)	4.1*	16	64	28	19	19	-17*	61
CCCCNC(=O)C(Cl)Cl	nt	106	100	103	92	104	96	nt
COc1ccc(N(CC(=O)NCCC[Te]c2ccccc2)C(=O)CCSC2=C(C)C(=O)c3ccccc3C2=O)cc1	-62*	-50*	-12*	-10*	-22*	-50*	-18*	-58*
C[n+]1c(/C=C/c2ccc(N(CCCl)CCCl)cc2)oc2ccccc21	80	82	107	101	73	88	86	60
CC[C@H](C)[C@H](NC(=O)C12CC(NC)(C1)C2)C(=O)N(C)[C@H](C[C@@H](OC(C)=O)c1nc(C(=O)N[C@@H](Cc2ccccc2)C[C@H](C)C(=O)OC)cs1)C(C)C	14	5.4*	69	39	15	37	-22*	52
Cc1ccccc1-c1nc2ccccc2c(=O)n1C	96	100	127	nt	98	86	97	101
O=c1c2ccccc2c2c3n1CC(O)CNC3CCC2 (stereo not given)	95	88	94	101	93	110	109	100
O=S(=O)(O)c1cccc2ccccc12	104	95	96	107	98	100	nt	111
CC(C)(C)NCC(O)c1ccccc1Cl (stereo not given)	13	35	36	3.3*	nt	-20*	35	51
COc1cc(C(=O)N2CC2)cc(OC)c1OC	96	81	99	102	56	101	99	88
O=[N+]([O-])/C=C/c1ccc([N+](=O)[O-])cc1	84&66	-90*!	55&67	-2.4*!	-14*!	-44*!	-75*!	57&49
O=C(O)CC(Br)C(=O)CBr (stereo not given)	98	87	103	104	86	nt	98	103
CN1C(=O)[C@@H](NC(=O)[C@H](CCC(F)(F)F)CC(=O)N2CCCCC2)N=C(c2ccccc2)c2ccccc21	93	97	77	103	87	90	105	100
NC(=O)N=Nc1c(O)[nH]c(=O)[nH]c1=O	91	99	101	104	98	105	100	106
O=C1NC(=S)NC(=O)C1=Cc1c(Cl)cccc1Cl	142	99	107	118	101	119	112	100
CC(C)=CCC[C@H](C(=O)O)[C@@H]1CC[C@]2(C)C3=C(CC[C@@]12C)[C@@]1(C)CC[C@H](O)C(C)(C)[C@@H]1CC3	103	102	106	100	89	91	75	92
Cc1cc(C)c(CBr)c(C)c1	106	101	99	106	96	102	105	101
Cc1ccc(S(=O)(=O)F)cc1Cl	112	102	113	131	84	95	110	107

# Not all compounds are listed; count on the stated rates, not on these rows.
